dFosB act: mouse delta FosB homodimer activation. P13346. purified delta FosB, TAMRA-CDK5 oligo fluorescence polarization; percent of positive-control signal above neutral wells. activation, % at 25 µM. 340,000 compounds, 0.99% hits. AID 493131;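 active means mean activation above about 17%, with every replicate also reaching it, limit read from the data, passing the limit was not always enough; inconclusive means only one of the two conditions met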;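 further: fluorescence polarization rise as delta FosB binds a TAMRA Cdk5 AP-1 oligo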
Target sequence (P13346 whole entry, looked up): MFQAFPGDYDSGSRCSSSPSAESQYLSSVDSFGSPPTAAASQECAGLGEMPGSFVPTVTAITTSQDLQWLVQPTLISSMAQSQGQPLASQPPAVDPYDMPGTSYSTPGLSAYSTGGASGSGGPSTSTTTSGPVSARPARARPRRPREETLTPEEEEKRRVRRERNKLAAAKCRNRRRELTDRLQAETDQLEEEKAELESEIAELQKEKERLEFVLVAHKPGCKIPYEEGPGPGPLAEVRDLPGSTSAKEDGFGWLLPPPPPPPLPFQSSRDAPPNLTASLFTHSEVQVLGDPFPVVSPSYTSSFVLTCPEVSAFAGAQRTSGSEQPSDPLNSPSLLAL
CDK5 p35 inh: blocks human CDK5/p35 kinase activity. 330,000 compounds, 0.01% hits. Recombinant CDK5/p35, ADP-Glo luminescence, 60 min. Q00535+Q15078. inhibition, % at 10 µM;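 active means highest replicate inhibition of at least 50% and at least 75% of replicates reaching 50%; inconclusive means only one of the two criteria met; inactive means both criteria failed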;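 further: plate controls were DMSO neutral control for no effect and GW8510 at 10 µM for full effect; many of its hits are not listed in these tables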
Target sequence (Q00535 whole entry, looked up): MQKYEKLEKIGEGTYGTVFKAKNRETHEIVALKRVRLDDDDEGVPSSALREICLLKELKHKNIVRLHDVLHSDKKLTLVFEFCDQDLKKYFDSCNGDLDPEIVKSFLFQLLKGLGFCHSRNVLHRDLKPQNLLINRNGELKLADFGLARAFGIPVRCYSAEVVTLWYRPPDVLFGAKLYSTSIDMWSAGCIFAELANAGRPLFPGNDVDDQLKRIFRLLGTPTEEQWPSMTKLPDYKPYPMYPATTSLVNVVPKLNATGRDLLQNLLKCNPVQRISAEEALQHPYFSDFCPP
Target sequence (Q15078 whole entry, looked up): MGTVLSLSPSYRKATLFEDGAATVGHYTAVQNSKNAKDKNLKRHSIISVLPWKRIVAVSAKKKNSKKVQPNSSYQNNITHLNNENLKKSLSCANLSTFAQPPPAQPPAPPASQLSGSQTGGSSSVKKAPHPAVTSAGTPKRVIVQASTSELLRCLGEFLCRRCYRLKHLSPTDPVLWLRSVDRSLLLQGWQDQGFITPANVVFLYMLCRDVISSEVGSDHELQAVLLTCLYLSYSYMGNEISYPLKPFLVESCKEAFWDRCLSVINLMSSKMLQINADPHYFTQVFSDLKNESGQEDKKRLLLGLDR
cardiac RTF act: cardiac RTF calcium sensitization; P19429+P45379; IANBD-labeled TnC RTF fluorescence at EC20 calcium; 0% EC20 calcium, 100% full calcium; activation, % at 7.2 µM; 340,000 compounds, 0.24% hits; AID 493008;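 active means activation above the mean over all tested compounds plus 3 SD, cut at about 30% in these data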;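 further: rise in fluorescence read as greater calcium sensitivity of cardiac thin filaments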
HTR5A ag ctr: HTR5A agonism, opioid heterodimer counter-screen; HTR5A agonist assay, luminescence, cell-based; activation, % at 9.3 µM; 340,000 compounds, 0.61% hits; AID 504692; in the data active means activation mostly above about 9.5%, no sharp cut-off; inactive means mostly below about 7.6%;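 further: 0% = cells with vehicle only and 100% = reference agonist; strong numbers were not always called active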
SR-BI HDL uptake: blocks mouse SR-BI lipid uptake from DiI-HDL. Q61009. ldlA[mSR-BI] CHO cells, DiI-HDL uptake fluorescence, 3 h. inhibition, % at 12.5 µM. 320,000 compounds, 0.96% hits. AID 488896;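 active means mean replicate inhibition of at least 70% and a set share of replicates each scoring 70 or more; inconclusive means meets just one of the two criteria; inactive means fails both criteria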;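 further: 0% = median of neutral control wells and 100% = median of positive control wells; values of inactives mirror those of a sister screen read the other way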
MITF act: activators of MITF-driven TRPM1 promoter activity in SK-MEL-5 cells. SK-MEL-5 TRPM1-promoter luciferase, 24 h; % of positive control, neutral wells = 0. activation, % at 12.5 µM. 300,000 compounds, 0.75% hits. AID 588334;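 active means mean activation of at least 80% with every replicate also reaching 80%; inconclusive means mean reaches 80% but some replicate falls short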;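 further: 0% = neutral control wells and 100% = parthenolide positive control wells; values of inactives mirror those of a sister screen read the other way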
PvdQ inh: blocks Pseudomonas aeruginosa PvdQ acylase activity. purified PvdQ acylase, fluorescence plate reader. inhibition, % at 10 µM. 340,000 compounds, 0.063% hits. AID 488965; in the data active means inhibition above about 30%, passing the limit was not always enough; inconclusive means no clear call, values can overlap the other calls;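 further: 0% = vehicle neutral wells and 100% = reference inhibitor wells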
Wnt act: activates Wnt/beta-catenin signaling in a reporter cell assay; activator, plate reader; activation, % at 9.35 µM; 300,000 compounds, 1.2% hits; in the data active means activation above about 30%, passing the limit was not always enough; inconclusive means no clear call, values can overlap the other calls;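 further: 0% = neutral control wells and 100% = positive control wells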
SR-BI DiI-HDL act: activators of SR-BI mediated HDL lipid uptake. CHO ldlA[mSR-BI] cells, DiI-HDL uptake fluorescence, 3 h; 100 = double the neutral-control signal. activation, % at 12.5 µM. 320,000 compounds, 0.096% hits. AID 504775;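 active means mean replicate activation of at least 60% and every replicate at or above 60%; inconclusive means mean or all-replicate condition met, but not both; inactive means mean below 60% and not all replicates reaching 60%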;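 further: 0% = median plate neutral-control signal and 100% = twice that signal; values of inactives mirror those of a sister screen read the other way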
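Material – SR-BI-overexpressing, LDLR-lacking CHO cells · Medium – BSA-supplemented, HEPES-buffered Ham's F12, pH 7.4 · Doses – single concentration · Times – compound with DiI-HDL co-incubation, 3 h at 37 °C · Measured by – bottom-read fluorescence, 550/595 nm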
Rtt109 HAT inh: inhibitors of Candida albicans Rtt109/Vps75 histone acetyltransferase | purified Rtt109/Vps75, ThioGlo CoA-SH fluorescence, 4 h | inhibition, % at 34.9 µM | 330,000 compounds, 0.16% hits | AID 540336;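 active means inhibition of at least 50% in every replicate; inconclusive means best replicate reaches 50% inhibition but some replicates fall short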
The depositor's hits bear a star; ? = inconclusive; · = no result given. Random draw from the library. About 4.4% of those tested had a hit in this group.

SMILES | dFosB act | CDK5 p35 inh | cardiac RTF act | HTR5A ag ctr | SR-BI HDL uptake | MITF act | PvdQ inh | Wnt act | SR-BI DiI-HDL act | Rtt109 HAT inh
CCOC(=O)CCCCC(=O)c1[nH]c(=O)[nH]c1Cn1cnc2ccccc21 | -8 | -0.9 | 2 | -2 | 7 | 8 | 18 | 4 | -7 | -2
Cc1[nH]c2nc3ccccc3n2c(=O)c1CCC(C)C | -8 | 0.7 | 7 | 3 | -52 | · | -9 | · | 52 | -8
CCC(=O)c1ccc(OCC(=O)OCC(=O)N2CCN(c3ccc(OC)cc3)CC2)cc1 | 0 | 0.0 | 4 | 3 | -2 | 4 | -1 | -1 | 2 | -4
Nc1nonc1-c1nc2ccccc2n1CC(=O)NC1CCCC1 | 15 | -0.2 | -9 | · | -2 | -7 | -3 | · | 2 | -14
Cc1ccc(N2C(=S)NC3c4ccccc4OC2(C)C3C(=O)N(C)C)cc1 (stereo unspecified) | 4 | -0.3 | -3 | 5 | -20 | -5 | -6 | -2 | 20 | -1
CN(C(=O)CN1CCN(c2ccccc2F)CC1)C1CCCc2ccccc21 (stereo unspecified) | -2 | -1.5 | 9 | 1 | 42 | -12 | -8 | 0 | -42 | -4
COC(=O)c1cc(C(=O)Nc2nnc(CC(C)(C)C)s2)cc([N+](=O)[O-])c1 | 4 | -0.1 | 2 | -1 | 29 | -7 | 3 | 0 | -29 | 7
N/C(Cn1nnc(-c2ccccc2)n1)=N\O | 3 | -0.3 | 1 | -6 | -22 | · | 11 | -2 | 22 | 6
O=C(CSc1nncc2ccccc12)Nc1ccccc1 | -10 | 0.3 | -1 | 8 | · | 7 | 3 | 2 | · | 0
Cc1ccc2[nH]c(C)c(CCNC(=O)C3CCCCC3C(=O)OCC(F)(F)F)c2c1 (stereo unspecified) | -9 | 0.7 | 5 | 9 | 10 | 2 | -10 | -1 | -10 | -7
COc1ccccc1CNC(=O)C1CCC(CNc2c(N3CCC(C)CC3)c(=O)c2=O)CC1 (stereo unspecified) | -9 | -1.5 | -1 | 9 | 23 | 5 | -4 | -3 | -23 | 7
CC(OC(=O)[C@@H]1CCCN1C(=O)c1cccs1)C(=O)Nc1cccc([N+](=O)[O-])c1 (stereo partly specified) | -10 | -0.1 | 1 | 0 | -6 | -4 | -15 | -6 | 6 | 5
O=C(NC1CC1)C1=C[C@@H](c2c[nH]c3ccccc23)C[C@@H](OCCCCO)O1 | -2 | 0.4 | 4 | 1 | 10 | -18 | 4 | 1 | -10 | 0
O=C(CS(=O)c1ccccc1[N+](=O)[O-])Oc1ccc(Br)cc1 (stereo unspecified) | -2 | 0.0 | -3 | -4 | 0 | -3 | 7 | -13 | 0 | 10
COc1cccc(CNC(=O)COC(=O)/C(C#N)=C/c2ccc(N(C)C)cc2)c1 | ? | -0.8 | 7 | 5 | 4 | 4 | 3 | 3 | -4 | 8
CSc1ccc(NC(=O)N2CCC(C(=O)c3ccc(F)cc3)CC2)cc1 | -21 | -1.5 | 1 | 1 | 20 | -7 | -16 | -1 | -20 | 2
C=CCOC(=O)c1c(C)nc2cc3c(cc2c1C)OCO3 | -5 | -0.1 | -8 | -1 | -8 | 17 | -3 | 3 | 8 | 6
Cc1ccccc1N1CC(C(=O)Nc2ccc(S(=O)(=O)N3CCOCC3)cc2)CC1=O (stereo unspecified) | -7 | 0.4 | 2 | -2 | · | -11 | -12 | 1 | · | -3
COc1cc(Cl)c(S(=O)(=O)n2cnc(C)c2)cc1Cl | 4 | 4.0 | 4 | 0 | -12 | -1 | -7 | -5 | 12 | 5
CC(C)C[C@H](NC(=O)c1nc[nH]c1C(=O)NCCCCCN)C(=O)OCc1ccccc1 | -24 | 1.4 | 1 | 1 | -41 | -4 | -10 | -2 | 41 | 1
O=C(c1sc2cc([N+](=O)[O-])ccc2c1Cl)N1CCOCC1 | 1 | -1.2 | -5 | -2 | -6 | -2 | -9 | -1 | 6 | 3
CC(=O)Nc1ccc(S(=O)(=O)N2CCc3ccccc3C2CC(=O)O)cc1 (stereo unspecified) | 5 | -1.5 | 0 | 2 | -28 | -6 | -10 | -1 | 28 | 1
O=S(=O)(NC(=NC1CCCC1)C(F)(F)F)c1ccccc1 | -1 | 1.3 | -4 | 6 | -8 | 9 | -2 | 0 | 8 | -1
CC(C)C1C(=O)NC(=S)N1S(=O)(=O)c1ccc(C(C)(C)C)cc1 (stereo unspecified) | -5 | -1.2 | 2 | -2 | -3 | · | -7 | -3 | 3 | 17
Cc1sc2nc(SCC(=O)N3CCCCC3)[nH]c(=O)c2c1C | -2 | -1.7 | 3 | 2 | -10 | -6 | -10 | · | 10 | -15
COc1ccccc1/C=C1/C(=O)N(c2ccc([N+](=O)[O-])cc2)N=C1C | 2 | 0.9 | -4 | -2 | 1 | · | 8 | -4 | -1 | 5
O=C(Cc1ccc(NC(=O)C2CCCN(C(=O)CCc3ccccc3)C2)cc1)Nc1cccc(C(=O)N2CCCC2)c1 (stereo unspecified) | -7 | -0.9 | -3 | 5 | 63 | -36 | -11 | 1 | -63 | -5
O=C(COc1ccc(F)cc1)N1CCCCCCC1 | -9 | 0.3 | -1 | 1 | -9 | 5 | -16 | -2 | 9 | -2
CC(C)[C@H](Nc1ccc(C(F)(F)F)cc1[N+](=O)[O-])C(=O)O | -6 | -2.6 | 1 | -1 | · | -1 | -5 | 4 | · | -8
CCOC(=O)C1=C(N)Oc2cc(C)oc(=O)c2C1c1cccnc1 (stereo unspecified) | 0 | 2.9 | -4 | 0 | -27 | -3 | 3 | · | 27 | 5
CN1CCN(C(=O)c2ccccc2NC(=O)c2cccs2)CC1 | -7 | -0.9 | 3 | -2 | -2 | -9 | -6 | · | 2 | -5
CC(C)C(C(=O)NCC1CCCO1)N(C(=O)CNS(=O)(=O)c1ccc(F)cc1)C1CCCCC1 (stereo unspecified) | -4 | -0.1 | 1 | 6 | · | 3 | -8 | 4 | · | -12
O=C(Cc1ccc(-c2ccccc2)cc1)Nc1ncccc1O | 0 | 0.2 | -1 | -2 | 4 | 32 | 1 | 14 | -4 | 8
CCc1ccc(/C=N/N2CCN(c3ccccn3)CC2)cc1 | -2 | -2.2 | -8 | -1 | 4 | 73 | -3 | 9 | -4 | 4
O=C(NCc1cccs1)c1cnc(Cl)c(Cl)c1 | -4 | -3.2 | 2 | -2 | -22 | 11 | -14 | 0 | 22 | -4
O=C(N/N=C/c1ccc([N+](=O)[O-])o1)c1cc2c(ccc3ccccc32)o1 | 3 | 0.0 | -2 | 11 | 62 | -58 | -18 | 1 | -62 | 3
CN(Cc1ccccc1O)CC1CCCN(CCc2ccc(Cl)cc2)C1 (stereo unspecified) | -1 | 0.2 | -6 | -3 | -17 | · | 1 | -6 | 17 | 5
COc1ccc2cc3cc(C(=O)Nc4cc(OC)c(OC)c(OC)c4)oc3nc2c1 | 0 | 2.2 | -8 | 1 | 42 | -33 | -4 | -8 | -42 | -17
NC(=O)[C@@H]1CCOc2c(I)cc([N+](=O)[O-])cc2C(=O)N[C@@H](CO)C(=O)NCC(=O)N1 | -12 | -0.8 | 6 | 16 | -11 | 4 | 15 | 1 | 11 | 5
Cc1ccc(C)c(Oc2coc3cc(OC(=O)c4cccs4)ccc3c2=O)c1 | 2 | -0.5 | 3 | 0 | -10 | 1 | -6 | · | 10 | -6
CCn1cc(C(=O)O)c(=O)c2cc(F)c(N3CCN(C(=S)NC(=O)c4c(OC)cccc4OC)CC3)cc21 | -3 | 0.9 | -4 | -3 | · | 4 | -5 | -2 | · | -1
CCn1c(SCC(=O)Nc2nnc(C)s2)nnc1-c1ccco1 | -2 | -3.3 | 6 | 2 | 13 | -7 | -5 | -3 | -13 | 3
COC(=O)CSc1ccc(C#N)c(SCC(=O)OC)c1 | -7 | 0.4 | -2 | -4 | -18 | -5 | -8 | · | 18 | 11
COc1ccc(-n2nc([N+](=O)[O-])c(=NCc3cccnc3)n2O)cc1 | 3 | 2.1 | 1 | 5 | -11 | -1 | -9 | 7 | 11 | 9
COc1ccc(-c2noc(CNC(=O)c3ccc4c(c3)OCO4)n2)cc1OC | -9 | -0.3 | -5 | -1 | 11 | -17 | 1 | 0 | -11 | -3
CN(Cc1ccccc1)C(=O)c1nc[nH]c1C(=O)N(C)Cc1ccccc1 | 4 | 0.2 | 1 | 7 | -49 | 12 | -12 | 1 | 49 | -5
Cc1cc(Cl)ccc1OCC(=O)OCC(=O)NC1CCCC1 | -1 | -0.3 | -2 | 2 | -26 | 2 | -7 | 1 | 26 | 4
CC(=O)N1c2ccc(S(=O)(=O)N3CCCCC3)cc2CC1C(=O)Nc1ccccc1C(F)(F)F (stereo unspecified) | -12 | · | -4 | -4 | -6 | 5 | 0 | 2 | 6 | 7
O=C1COc2ccc(C(=O)c3ccccc3C(=O)NCc3ccccc3)cc2N1 | -11 | -1.5 | -3 | -2 | -33 | 0 | -16 | · | 33 | 13
COc1cccc(NC(=O)CN(C)C(=O)CN2C(=O)NC(C)(c3ccc4ccccc4c3)C2=O)c1 (stereo unspecified) | -8 | -0.8 | -1 | 4 | 0 | 0 | -14 | -5 | 0 | 18
CSCCC(NS(=O)(=O)c1ccccc1F)C(=O)NCC(C)(C)N1CCOCC1 (stereo unspecified) | 0 | -0.2 | -1 | -1 | -18 | -8 | 3 | 5 | 18 | 2
COc1ccccc1NS(=O)(=O)c1cccc(C(=O)NCC2(N(C)C)CCCCC2)c1 | -13 | 0.0 | 7 | -5 | -4 | 1 | -10 | -5 | 4 | 0
O=c1[nH]c(-c2cccnc2)nc2ccccc12 | -13 | -1.2 | 2 | 6 | -9 | 2 | 1 | -4 | 9 | -10
O=C(Nc1n[nH]c(C2CCCCC2)n1)C1CCCCC1 | -4 | 0.7 | 1 | 4 | -23 | 7 | -8 | 10 | 23 | 2
CC(C)CN(C(=O)C1CC1)c1c(N)n(Cc2ccccc2)c(=O)[nH]c1=O | 2 | -1.1 | 1 | 6 | -4 | 14 | -7 | 0 | 4 | -12
CC(=O)Nc1ccc(N2CCN(c3ccc(F)cc3)CC2)cc1 | -2 | -0.7 | -1 | 3 | · | 7 | 7 | 1 | · | -6
O=[N+]([O-])c1nn(-c2cccc(Cl)c2)n(O)c1=NCc1cccnc1 | 4 | 2.3 | 8 | 1 | -1 | -16 | 12 | -1 | 1 | 12
CCOC(=O)c1ccc(CNC(=O)Cn2nnc(-c3ccccc3F)n2)o1 | -15 | 0.2 | 5 | 1 | -4 | -13 | -12 | 0 | 4 | -9
